Screening data: PubChem BioAssay, The Scripps Research Institute Molecular Screening Center
M1 PAM parental – nonselective activator or artifact in parental CHO-K1 calcium assay. AID 602247. hit rate 0.02% among 360,000. activation, % at 3 µM. ATP EC20, Fluo-8 calcium fluorescence; 0% at ATP EC20, 100% at ATP max;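 active = activation above the run cutoff, the mean activation of all test compounds plus 3 SD, cut at about 40% in these data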;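 also: peak over basal fluorescence ratio in a 140 s read after ATP addition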
V1aR counter – activates human V1a receptor in oxytocin agonist counter-screen. P37288. CHO-V1R cells, Fluo-8 calcium fluorescence, agonist mode; 0% DMSO, 100% 3 nM vasopressin. activation, % at 3 µM. hit rate 0.25% among 320,000. AID 2797;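 active = activation above the mean activation of all tested compounds plus 3 SD, per screening run, cut at about 20% in these data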;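 also: signal is peak over basal fluorescence ratio across a 100 second FLIPR read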
M1 ag parental – nonselective activator or artifact in parental CHO-K1 cells; AID 602248; activation, % at 3 µM; hit rate 0.48% among 360,000; Fluo-8 calcium fluorescence; scaled to maximal ATP response, vehicle zero; in the data active = activation above about 15%;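 also: untransfected CHO-K1 host cells lacking M1 receptor as counterscreen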
CHO-K1 Ca antag – M1 antagonist counterscreen hit in parental CHO-K1 cells. ATP-induced calcium, Fluo-8 fluorescence. inhibition, % at 3 µM. hit rate 0.6% among 360,000. AID 602250;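 active = inhibition above a per-plate cutoff, the plate's mean sample inhibition plus 3 SD, cut at about 24% in these data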;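 also: 0% = DMSO plus EC80 ATP and 100% = DMSO alone without ATP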
TAAR1 antag – human TAAR1 antagonism; Q96RJ0; CHO RD-HGA16 TAAR1, Fluo-8 calcium fluorescence, antagonist; inhibition, % at 3 µM; hit rate 1.5% among 360,000;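 active = inhibition above a per-plate cutoff, the mean inhibition of test compounds on that plate plus 3 SD, cut at about 49% in these data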;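 also: 0% = DMSO plus EC80 beta-PEA response and 100% = DMSO alone without agonist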
Target sequence (Q96RJ0 whole entry, looked up): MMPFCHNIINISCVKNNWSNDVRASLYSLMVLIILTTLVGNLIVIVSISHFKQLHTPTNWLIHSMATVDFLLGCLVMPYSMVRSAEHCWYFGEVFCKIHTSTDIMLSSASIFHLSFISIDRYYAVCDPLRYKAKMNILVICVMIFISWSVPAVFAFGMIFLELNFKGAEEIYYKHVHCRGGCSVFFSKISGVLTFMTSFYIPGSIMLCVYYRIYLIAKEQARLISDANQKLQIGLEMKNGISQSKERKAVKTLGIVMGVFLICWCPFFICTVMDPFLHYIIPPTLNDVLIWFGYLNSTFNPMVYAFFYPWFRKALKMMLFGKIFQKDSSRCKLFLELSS
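Test system: hTAAR1-expressing CHO RD-HGA16 cells, Gα16-coupled; Probe or stimulus: EC80 β-phenethylamine stimulus; Compound dosing: single nominal final test compound concentration of 3 µM; Timing: 140 s kinetic read after compound, 140 s after agonist; Signal: Fluo-8 calcium-sensitive fluorescence; Measure: % inhibition of agonist calcium response; Controls: DMSO and EC80 PEA controls.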
GPR7 antagonist – human neuropeptides B/W receptor 1 antagonism | inhibition, % at 4.4 µM | hit rate 1.1% among 290,000 | AID 1861 | P48145 | GPR7-expressing cells, fluorescence antagonist assay; in the data active = inhibition above about 16%, passing the limit was not always enough;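 also: cells stimulated with the agonist NPW; 0% = agonist with vehicle and 100% = vehicle without agonist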
Target sequence (P48145 whole entry, looked up): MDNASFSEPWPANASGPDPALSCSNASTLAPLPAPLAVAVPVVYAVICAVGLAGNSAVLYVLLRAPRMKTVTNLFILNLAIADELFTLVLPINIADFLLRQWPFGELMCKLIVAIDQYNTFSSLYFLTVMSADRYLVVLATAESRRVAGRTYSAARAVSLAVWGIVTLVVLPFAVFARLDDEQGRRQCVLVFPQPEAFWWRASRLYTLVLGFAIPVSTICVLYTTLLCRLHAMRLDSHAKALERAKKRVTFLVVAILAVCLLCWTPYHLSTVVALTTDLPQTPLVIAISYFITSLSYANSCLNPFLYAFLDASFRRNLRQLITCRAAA
OXTR agonist – activates the human oxytocin receptor. hit rate 0.32% among 320,000. AID 2435. CHO-OTR cells, Fluo-8 calcium fluorescence; normalized: DMSO 0%, oxytocin 100%. activation, % at 3 µM;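 active = activation above the mean of all tested compounds plus 3 SD, cutoff set per screening run, cut at about 20% in these data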;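 also: peak over basal fluorescence ratio from a 100 s FLIPR kinetic read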
Target sequence (P30559 whole entry, looked up): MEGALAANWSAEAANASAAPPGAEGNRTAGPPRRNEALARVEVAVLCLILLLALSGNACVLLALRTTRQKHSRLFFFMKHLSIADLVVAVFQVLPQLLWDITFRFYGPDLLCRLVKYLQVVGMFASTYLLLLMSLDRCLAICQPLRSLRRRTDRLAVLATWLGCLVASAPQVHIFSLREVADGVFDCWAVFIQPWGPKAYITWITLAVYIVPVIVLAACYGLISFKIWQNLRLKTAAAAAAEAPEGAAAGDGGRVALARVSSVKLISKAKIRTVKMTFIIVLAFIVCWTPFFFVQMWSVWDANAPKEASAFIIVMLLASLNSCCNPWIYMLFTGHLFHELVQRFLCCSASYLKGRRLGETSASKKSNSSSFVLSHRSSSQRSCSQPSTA
OXTR potentiate – potentiates the human oxytocin receptor response; CHO-OTR cells, Fluo-8 calcium fluorescence, potentiator mode; 0% = oxytocin EC15, 100% = EC100; activation, % at 3 µM; hit rate 0.061% among 320,000; AID 2445;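 active = activation above that plate's cutoff, the mean activation of tested compounds plus 3 SD, cut at about 6.6% in these data, passing the limit was not always enough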;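 also: 100% uses oxytocin at 75 nM as the full agonist control; some results filed as inactive read as strong as hits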
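test system = CHO-OTR cells, human receptor | compound = single-point 3.0 µM | schedule = 6 min compound pre-incubation at room temperature, 100 s kinetic read | signal = Fluo-8 no-wash calcium dye fluorescence, excitation 470-495 nm, emission 515-575 nm | repeats = single well per compound, singlicate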
CHO parental Ca – signal in parental CHO cells, OX1R antagonist counter-screen. inhibition, % at 5.6 µM. hit rate 0.63% among 330,000. parental CHO-K1, ATP-induced calcium, Fluo-8 fluorescence. AID 463079;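 active = inhibition above that plate's mean sample inhibition plus 3 SD, cut at about 26% in these data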;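 also: 0% = ATP-challenged DMSO wells and 100% = DMSO wells without ATP; some compounds past the cut are filed as inactive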
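Material – parental CHO cells · Reagent – ATP stimulus · Compound – single nominal dose of 5.6 µM per compound · Detection – Fluo-8 fluorescence · Read-out basis – percent inhibition of calcium signal · Controls – ATP-challenged DMSO wells low, unchallenged DMSO wells high · Repeats – no replicates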
* marks the source's active call; other numbers are inactive results; / = not tested or not shown. Outcome played no part in choosing rows; any-hit rate near 3.5%.

Order of values – M1 PAM parental	V1aR counter	M1 ag parental	CHO-K1 Ca antag	TAAR1 antag	GPR7 antagonist	OXTR agonist	OXTR potentiate	CHO parental Ca
#1 c1ccc(C(c2ccccc2)N2CCN(Cc3nnnn3C3CCCCC3)CC2)cc1
  8	-0.1	0.1	6	-8	-18	-0.1	-3	2
#2 O=c1c2ccccc2c(C=NCc2ccccn2)c(O)n1-c1ccccc1Cl
  8	1.2	0.8	-23	-22	-11	-0.9	-15	-19
#3 Cc1ccsc1C(=O)N(c1nc2ccccc2s1)c1c(C)cccc1C
  23	-0.1	1.2	-20	10	-15	-1.8	-16	-10
#4 Cc1ccc(C(=O)O)cc1-c1ccc(/C=C2/NC(=O)N(c3ccccc3)C2=O)o1
  21	-0.9	0.6	-13	1	5	-0.1	-5	2
#5 CC(=O)c1ccc(OCC(=O)OC(C)C(=O)NC2CCCCC2C)cc1 (stereo unspecified)
  15	-0.4	1.6	-12	2	/	1.4	7	0
#6 Cc1ccc(CN2CCCC(CO)(Cc3ccccc3C)C2)s1 (stereo unspecified)
  6	0.2	2.2	-13	-3	-8	10	-18	-17
#7 COC(=O)[C@H](Cc1ccccc1)NC(=O)N1CCN(c2ccc(F)cc2)CC1
  10	0.8	1.4	-2	-4	-3	0.7	-8	18
#8 COc1ccc(NC(=O)C2CC(=O)n3ncnc3N2)cc1 (stereo unspecified)
  -3	0.0	0.0	-4	4	-5	1.0	7	8
#9 CC1(C)CC(=NOC(=O)c2ccccc2)CC(C)(C)N1O
  20	1.1	0.8	0	6	-9	1.5	1	4
#10 Cn1cccc1-c1nc2ccccc2[nH]1
  18	-1.1	7.1	-3	-5	-14	0.4	-2	-10
#11 CN(Cc1ccccc1)S(=O)(=O)c1ccc2[nH]c(=O)oc2c1
  5	5.9	4.1	-11	16	-6	1.4	-8	12
#12 N#CCCN(Cc1cccnc1)C(=S)Nc1ccc(OC(F)F)cc1
  -4	-0.5	-0.5	-12	25	15	-0.8	-25	-7
#13 O=C(/C=C/c1ccc(F)cc1)Nc1cccc(S(=O)(=O)Nc2cccc(C(F)(F)F)c2)c1
  16	3.2	4.5	-1	27	-9	2.2	-8	-2
#14 O=C(O)c1cccc(NS(=O)(=O)c2ccc(Cl)c(C(=O)O)c2)c1
  4	0.2	-0.1	2	4	-12	1.1	6	-4
#15 CC(=O)N1c2ccc(S(=O)(=O)N3CCCC(C(=O)Nc4cccc(Cl)c4)C3)cc2CC1C (stereo unspecified)
  8	11	8.3	-7	15	3	7.1	-12	-7

Order of values – M1 PAM parental	V1aR counter	M1 ag parental	CHO-K1 Ca antag	TAAR1 antag	GPR7 antagonist	OXTR agonist	OXTR potentiate	CHO parental Ca
#16 Cc1ccc(C)c(OCC(=O)NNC(=O)C2CCC2)c1
  8	-0.4	0.8	-15	9	/	1.5	-2	1
#17 COCCn1c(SCC(=O)Nc2ccc(S(=O)(=O)N3CCOCC3)cc2)nc2ccccc21
  16	1.2	1.8	2	7	-6	-0.6	-3	-7
#18 COC(=O)[C@@]1(Cc2ccc(F)cc2)[C@H]2c3cc(C(=O)N4CCCC4)n(C[C@H](O)CO)c3C[C@H]2CN1C(=O)c1ccccc1
  28	/	0.7	-26	-7	/	/	/	/
#19 O=C(c1ccc(CSc2nc3ccncc3[nH]2)cc1)N1CCCCC1
  16	0.2	1.1	-2	-31	3	-0.5	-8	1
#20 CCOC(=O)CN(C(=O)COc1nc(C)cc(C)c1C#N)c1ccc(Cl)cc1
  7	-0.8	0.6	-14	-9	-8	-2.4	-1	-18
#21 CCOC(=O)c1c(S(=O)(=O)NCC(=O)NCc2ccccc2Cl)c(C)n(C)c1C
  9	-0.8	-0.2	-2	-19	-12	-2.3	-5	-18
#22 CCOC(=O)c1ccc(NC(=O)c2ccc3c(c2)C(=O)N(CC2CCCO2)C3=O)cc1 (stereo unspecified)
  -3	14	9.4	-5	21	-4	11	-18	27
#23 O=C(COC(=O)c1ccc(S(=O)(=O)N2CCCC2)cc1)Nc1ccccc1
  4	2.6	1.7	-17	-14	/	1.7	-6	0
#24 CSc1ncccc1C(=O)OCc1c(F)cccc1Cl
  26	0.1	1.7	-14	-14	-15	-0.2	-6	-17
#25 N/C(CC(=O)Nc1cccc(C(F)(F)F)c1)=N/O
  6	-1.1	0.5	-3	7	-5	1.7	-9	7
#26 Cc1c(C(=O)OCC(=O)Nc2ccc(C(=O)N(C)C)cc2)oc2ccccc12
  6	3.1	7.1	3	-1	-14	0.9	-3	-14
#27 CCCCN(C)C(=S)Nc1ccc(Oc2ccccc2)cc1
  6	2.6	0.3	-5	-4	6	-1.8	-9	-11
#28 COc1ccc(S(=O)(=O)N2CCN(CCCOc3ccc(F)cc3)CC2)cc1OC
  10	5.7	7.0	-15	4	-3	6.8	-11	-17
#29 CCOC(=O)C1=C(C)NC(=O)C(C#N)C1c1ccco1 (stereo unspecified)
  -11	0.4	-0.3	16	3	-18	0.1	4	4
#30 Cc1csc(N)n1
  -3	0.8	-0.1	-2	-6	-5	0.3	-5	4

Order of values – M1 PAM parental	V1aR counter	M1 ag parental	CHO-K1 Ca antag	TAAR1 antag	GPR7 antagonist	OXTR agonist	OXTR potentiate	CHO parental Ca
#31 Cc1nc2ccccn2c1C(=O)NNC(=S)Nc1ccccc1
  -5	0.8	0.4	-3	-8	-6	-1.3	1	-17
#32 COc1ccc(C)cc1NC(=O)C(Sc1nnc2ccccn12)c1ccccc1 (stereo unspecified)
  24	3.5	1.1	-7	-9	-6	-0.7	-2	-9
#33 N#Cc1c(N2C(=O)Nc3ccccc3N2O)sc2c1CCCCCC2
  8	0.1	-0.3	-4	1	16	-1.8	-4	-5
#34 Cc1cccc(NC(=O)CCS(=O)(=O)c2ccc3nc(C)sc3c2)c1
  32	/	0.4	-13	-29	/	/	/	/
#35 O=C(NN=C1CCCCCC1)c1cn(-c2ccccc2)nc1-c1ccccc1
  15	1.0	0.0	-7	-3	-14	-0.6	3	-29
#36 O=C(Nc1ccc(F)cc1)C1(S(=O)(=O)c2ccc(Cl)cc2)CC1
  8	-0.1	-0.2	-15	-12	-2	-2.4	-3	-15
#37 COc1ccc(-c2noc(CCCC(=O)Nc3cccnc3)n2)cc1OC
  7	0.3	3.5	-2	1	-14	-0.1	-3	4
#38 Cc1[nH]c2ccc(C(=O)Nc3ccncc3)cc2c1C
  -11	6.6	1.9	10	12	10	0.7	-14	2
#39 CN(C)CCNC(=O)c1ccc(Sc2ccc(Br)cc2)c([N+](=O)[O-])c1
  11	4.5	7.0	-2	30	23*	14	-12	1
#40 NC(=O)N/N=C/c1ccc(-c2ccc([N+](=O)[O-])cc2)o1
  5	0.2	0.4	-11	3	-13	-1.2	-1	1
#41 CCc1ccc2c(c1)cc(CN(Cc1ccco1)C(C)=O)c1nnnn12
  16	3.7	1.9	5	10	2	2.9	-7	-13
#42 CCOC(=O)N1CCN(C(=O)C(=O)Nc2sc3c(c2C#N)CC(C)(C)OC3)CC1
  12	-0.4	0.2	-17	-13	-4	-1.2	-9	-13
#43 CC(=O)Nc1cccc(C(=O)OCC(=O)Nc2ccc(Cl)cn2)c1
  -11	1.2	3.4	-12	-26	/	0.5	-5	-1
#44 CCOC(=O)N1CCN(C(=O)C2CC(=O)N(c3ccc(C)cc3)C2)CC1 (stereo unspecified)
  -3	-1.2	-1.1	-6	-33	/	-1.5	6	-11
#45 O=C(NC(=S)Nc1cc([N+](=O)[O-])ccc1Cl)c1ccccc1
  -4	0.1	1.1	0	-10	-13	-1.4	-4	-4

Order of values – M1 PAM parental	V1aR counter	M1 ag parental	CHO-K1 Ca antag	TAAR1 antag	GPR7 antagonist	OXTR agonist	OXTR potentiate	CHO parental Ca
#46 CC(C)NC(=O)C(=O)NCCCOC(C)C
  -5	0.5	-0.1	-4	-6	-2	0.9	-10	6
#47 COC(=O)c1cn(C(=O)OC)c2ccccc12
  -7	-0.3	0.5	19	-3	0	-0.8	-15	-2
#48 CS(=O)(=O)N(CC(=O)NCCSCc1ccccc1)c1ccccc1Br
  10	0.7	2.7	-6	-5	-2	1.0	-3	-4
#49 CCCCN(CCCC)CCNC(=O)CN1C(=O)COc2ccc(S(=O)(=O)N3CCOCC3)cc21
  19	0.5	0.1	-9	-22	8	-0.5	5	-19
#50 CCOc1ccc(/C=N/NC(=O)c2cc(-c3cccn3C)n[nH]2)cc1
  17	0.1	1.3	-5	13	-15	-1.2	-11	-12
#51 CCOC(=O)COc1c(OC)cc(Cl)cc1C1Nc2ccccc2C(=O)N1c1ccc(F)cc1 (stereo unspecified)
  17	-1.3	-0.7	-13	16	-3	-1.1	-1	-6
#52 COc1cc(C(=O)NCC2CCCO2)cc(Br)c1OCc1ccccc1 (stereo unspecified)
  20	2.4	5.8	-17	12	/	2.0	-6	-25
#53 Fc1cccc(CN(C2=NCCN2)c2c(Cl)cccc2Cl)c1
  -6	0.6	1.9	12	-14	/	-0.9	-3	1
#54 Cc1c(-c2ccc(F)cc2)nc(N)c(C#N)c1-c1ccco1
  18	-1.4	1.1	-12	3	-4	-3.0	0	-13
#55 OCC1(CCc2ccccc2)CCN(Cc2cc(Cl)ccc2O)CC1
  19	2.4	4.1	-16	-5	8	2.3	-10	-1
#56 COCCCN1C(=O)C(CC(=O)NC2CCCCC2)CC(C(=O)N(C(C)C)C(C)C)=C1C (stereo unspecified)
  2	/	-0.2	-4	1	/	/	/	/
#57 CC(=O)NCCn1c(SCC(=O)NCCC2=CCCCC2)nc2ccccc2c1=O
  13	0.4	1.2	-1	3	-6	0.3	-1	-5
#58 Cc1cccc(C(=O)N2CCCC(N3CCN(c4ccccc4F)CC3)C2)n1 (stereo unspecified)
  -8	0.7	0.0	17	-18	-7	-1.0	-10	-9
#59 COc1ccc(Cl)cc1NC(=O)CN(C)C(=O)C1CCN(C(=O)Nc2ccccc2)CC1
  3	0.5	0.8	-3	-21	/	-0.3	-5	-12
#60 CN1C(=O)C(=O)/C(=C(/O)c2ccccc2)C1c1ccc([N+](=O)[O-])cc1 (stereo unspecified)
  7	-0.7	0.3	-7	-16	-14	1.9	-5	7

Order of values – M1 PAM parental	V1aR counter	M1 ag parental	CHO-K1 Ca antag	TAAR1 antag	GPR7 antagonist	OXTR agonist	OXTR potentiate	CHO parental Ca
#61 O=C1CC2(CCCCC2)Oc2ccc(F)cc21
  5	0.1	-0.1	-11	-9	/	-2.4	2	-3
#62 Cn1c(/C(C#N)=N/O)nc2ccccc21
  9	0.5	0.1	-12	-6	-2	-1.7	-21	-3
#63 FC(F)Sc1ccc(NC(=S)NC2CCCC2)cc1
  6	7.4	12	-1	-11	-8	16	-13	60*
#64 CC(=O)Nc1ccc(NC2CCCCC2NS(=O)(=O)c2ccc(Cl)cc2)cc1 (stereo unspecified)
  17	0.6	1.1	-6	-9	0	0.1	4	-26
#65 O=C(Cn1cnc2ccccc2c1=O)Nc1ccc2c(c1)OCCO2
  11	0.5	0.1	-5	11	-8	-0.5	-1	-3
